Menin MLL FP TR – inhibitors of human menin-MLL interaction, mutant MLL peptide; O00255; Menin + Texas Red MLL mutant peptide, fluorescence polarization; Potency, µM (top dose mostly 61.6 µM), without a hit: at the highest dose FP activity change, negative = inhibition, actives largely listed as inhibitors; 0.23% of 270,000 active; AID 1768; active = well fitted inhibition curve with a large enough effect in the polarisation, with a control signal flat, not every such curve was filed as active; inconclusive = small, poorly fitted or top-dose-only effect, or effect the other way, or a change in a side signal; inactive = no such curve, though single readings can be large or run the other way; the % refers to the polarisation; note: potency is the fitted concentration of half-maximal effect; % of control where 0% means no effect; many of its hits are not listed in these tables
NPC1 prom act – NPC1 promoter activation; Huh7 NPC1 promoter luciferase reporter, 24 h; 2.4% of 320,000 active; Potency, µM (highest dose often 9.22 µM), without a hit: top-dose activation, usual class: activators;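 note: potency is the fitted concentration of half-maximal effect; % of control where 0% means no effect; nearly all actives have a fitted effect of over 60% in size; reporter is driven by a mutant NPC1 promoter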
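Readout is luciferase luminescence, reflecting NPC1 promoter activation in stably transfected Huh7 cells after 24 h compound exposure at 37 °C in reduced-serum medium with 10% FBS.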
FLuc modulator – inhibits or activates purified firefly luciferase, miR-21 counter-screen | P08659 | purified FLuc, Km substrates, luminescence inhibition | Potency, µM (series often up to 57.5 µM), for inactives: top-dose activity change, negative = inhibition, actives largely listed as inhibitors | 6.9% of 360,000 active | AID 588342;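 note: potency is the fitted concentration of half-maximal effect; plate controls were vehicle for no effect and reference inhibitor for full effect; nearly all actives have a fitted effect of over 55% in size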
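Purified P. pyralis luciferase (10nM final) with 10uM D-luciferin and 10uM ATP (Km levels) in 50mM Tris acetate pH 7.5, 10mM Mg acetate, 0.01% Tween-20, 0.05% BSA; qHTS 6-point titration, ~60 µM downward; luminescence read.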
PKM2 activator – increases activity of human pyruvate kinase M2; purified PKM2, Kinase-Glo ATP luminescence, activation; response scale: 0% is enzyme alone, no compound; AID 1631; 0.34% of 260,000 active; Potency, µM (highest dose often 57.5 µM), inactives show at the top dose activation, hits mostly activators; P14618; note: potency is the fitted concentration of half-maximal effect; % is set by controls: 0 for no effect and ±100 for the full control effect; nearly all actives have a fitted effect of over 55% in size
Target sequence (P14618 whole entry, looked up): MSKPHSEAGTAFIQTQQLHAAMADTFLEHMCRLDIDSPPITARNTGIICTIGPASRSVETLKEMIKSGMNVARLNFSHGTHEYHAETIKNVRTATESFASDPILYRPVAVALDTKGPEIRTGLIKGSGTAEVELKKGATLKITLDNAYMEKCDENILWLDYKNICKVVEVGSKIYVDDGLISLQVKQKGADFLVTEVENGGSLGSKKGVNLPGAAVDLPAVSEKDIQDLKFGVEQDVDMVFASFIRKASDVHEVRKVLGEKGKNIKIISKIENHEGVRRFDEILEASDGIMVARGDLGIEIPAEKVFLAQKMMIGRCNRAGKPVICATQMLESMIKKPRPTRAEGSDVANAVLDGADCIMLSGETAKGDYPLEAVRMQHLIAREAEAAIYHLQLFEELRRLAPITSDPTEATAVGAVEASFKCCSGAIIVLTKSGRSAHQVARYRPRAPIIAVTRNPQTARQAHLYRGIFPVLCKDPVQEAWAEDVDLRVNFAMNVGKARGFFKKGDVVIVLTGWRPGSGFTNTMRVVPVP
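ATP formation by purified human PK-M2, quantified via coupled luciferase luminescence after 1 h at room temperature with 0.1 mM ADP and 0.5 mM PEP final.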
RORg inh – blocks mouse ROR gamma transcriptional activity | AID 2551 | 5.4% of 310,000 active | Drosophila S2 Gal4-RORgamma UAS-luciferase reporter, 20 h | Potency, µM (series often up to 53.6 µM), for the others: at the highest dose activity change, negative = inhibition, usual class: inhibitors; note: potency is the fitted concentration of half-maximal effect; % is set by controls: 0 for no effect and ±100 for the full control effect; nearly all actives have a fitted effect of over 60% in size
Target sequence (P51450 whole entry, looked up, the tested form may be a part): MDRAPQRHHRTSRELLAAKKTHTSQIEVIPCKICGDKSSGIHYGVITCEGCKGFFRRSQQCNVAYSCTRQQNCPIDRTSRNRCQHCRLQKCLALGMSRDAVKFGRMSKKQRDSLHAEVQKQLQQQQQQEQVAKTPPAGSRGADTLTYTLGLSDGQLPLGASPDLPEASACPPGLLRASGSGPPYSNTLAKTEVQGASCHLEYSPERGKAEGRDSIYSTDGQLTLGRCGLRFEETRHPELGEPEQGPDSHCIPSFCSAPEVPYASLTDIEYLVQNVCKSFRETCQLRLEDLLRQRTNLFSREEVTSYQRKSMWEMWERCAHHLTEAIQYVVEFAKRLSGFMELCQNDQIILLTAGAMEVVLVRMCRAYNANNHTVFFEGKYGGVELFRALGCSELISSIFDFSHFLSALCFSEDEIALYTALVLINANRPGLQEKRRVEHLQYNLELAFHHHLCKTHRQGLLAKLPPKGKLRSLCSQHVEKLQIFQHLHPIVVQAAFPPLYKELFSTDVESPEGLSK
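Compounds are pin-transferred onto Drosophila Schneider cells expressing a copper-inducible Gal4–ROR gamma transactivation domain fusion. After 1 hr, copper sulfate is added to 700 uM final; luciferase is read 20 hr later.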
Giardia kill – kills Giardia lamblia; Giardia lamblia trophozoite viability; AID 540267; activity change, % at 7.66 µM, hits read low; 0.15% of 340,000 active; in the data active = activity change below about -80%; inconclusive = between about -30% and that limit;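 note: parasites exposed to compound for two days anaerobically before the ATP read; % is set by controls: 0 for no effect and ±100 for the full control effect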
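Giardia lamblia trophozoites (100 cells/well) were incubated with compounds for 48 h at 37 deg C under anaerobic conditions. Viability was read as ATP content by one-step luminescence after 15-30 min at room temperature.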
VP16 counter – Gal4-VP16 reporter inhibition counter-screen; Potency, µM (series often up to 53.6 µM), inactives show top-dose activity, negative = inhibition, most hits filed as inhibitors; Drosophila S2 Gal4-VP16 UAS-luciferase, luminescence, 20 h; 3.5% of 310,000 active;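 note: Gal4-VP16 expression switched on by copper sulfate through the metallothionein promoter; potency is the fitted concentration of half-maximal effect; % is set by controls: 0 for no effect and ±100 for the full control effect; nearly all actives have a fitted effect of over 50% in size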
BRCA1 expr act – increases BRCA1 expression; AID 624202; Potency, µM (series often up to 46.1 µM), for inactives: at the top dose activation, most hits filed as activators; 1.1% of 380,000 active; MCF7-BRCA1-FFLuc reporter, luminescence, 48 h; response scale: scaled: vehicle 0%, 10 µM genistein 100%; note: potency is the fitted concentration of half-maximal effect; nearly all actives have a fitted effect of over 80% in size; some results filed as inactive show a strong effect at the top dose
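Compounds are tested at multiple concentrations on MCF7 BRCA1-luciferase reporter cells seeded at 2000 per well; after 48 h, a single luminescence end-point is taken and curves fitted to the normalized data.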
ELG1 genotox – induces genotoxicity in HEK293T cells with luciferase-tagged ELG1 | HEK293T ELG1-luciferase reporter, luminescence, 16 h | Potency, µM (doses to about 46 µM), inactives show at the top dose activity change, positive = activation, most hits filed as activators | 1.3% of 330,000 active | AID 504466; note: potency is the fitted concentration of half-maximal effect; % of control where 0% means no effect; nearly all actives have a fitted effect of over 60% in size
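Screening used a luciferase reporter fused to human ELG1 in HEK293T cells. Luminescence was read on a CCD plate imager after 16 hr exposure and 30 min ONE-Glo incubation.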
p53 reactivator – restores transcriptional activity of mutant p53. AID 504706. Potency, µM (series often up to 92.2 µM), for inactives: at the highest dose activity change, positive = activation, most hits filed as activators. 0.063% of 320,000 active. H1299 p53-A138V BP100-luciferase reporter, luminescence, 24 h; note: potency is the fitted concentration of half-maximal effect; % of control where 0% means no effect; nearly all actives have a fitted effect of over 45% in size
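p53-null H1299 cells stably carrying temperature-sensitive p53-A138V and a BP100-luciferase reporter were pinned with compounds (4-point, 1:5 series) and held 24 hrs at 37 deg C. Luminescence was read 10 min after detection reagent.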
Rab9 promoter act – activators of Rab9 promoter; 2.8% of 320,000 active; Potency, µM (doses to about 9.22 µM), for inactives: at the highest dose activation, negative = inhibition, usual class: activators; Huh7 Rab9 promoter-luciferase reporter, luminescence, 24 h; AID 485297; note: potency is the fitted concentration of half-maximal effect; % of control where 0% means no effect; nearly all actives have a fitted effect of over 60% in size
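Luminescence from Amplite-detected luciferase (10 minutes, ambient) reports Rab9 promoter activation. Before that, stable Rab9-luciferase Huh7 cells (1500/well, reduced-serum OP-MEM I plus 10% FBS) were exposed to compound for 24 hours at 37C.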
* marks the source's active call; other numbers are inactive results; u = inconclusive; x = not tested or not shown; [ ] = dose if it differs, or a comment. Unless noted, calls come from the whole dose curve; as a rule, active = well fitted curve in the direction sought with a large enough effect; inconclusive = small, poorly fitted or top-dose-only effect, or another doubt; inactive = no such curve, though single readings can be large; an effect the other way counts as inactive or inconclusive.

SMILES	Menin MLL FP TR	NPC1 prom act	FLuc modulator	PKM2 activator	RORg inh	Giardia kill	VP16 counter	BRCA1 expr act	ELG1 genotox	p53 reactivator	Rab9 promoter act
S=C(NCc1ccccc1)Nc1ccc2ccccc2c1	x	2.2µM*	13µM*	-6%	4µM*	0	11µM*	u	u	u	u
COCc1nnc(SCC(=O)NCc2ccccc2)n1-c1ccccc1	2%	0%	4%	-1%	12%	24	1%	-13%	0%	-2%	-3%
CCOc1cc(S(=O)(=O)NCc2ccc(OC)cc2)c(OCC)cc1-n1cnnn1	-2%	-10%	1%	-1%	14%	10	-2%	-71%	-2%	4%	-3%
COc1ccc(S(N)(=O)=O)cc1C(=O)OCCCOc1ccc(F)cc1	u	-4%	-1%	x	-3%	11	5%	-8%	-5%	4%	-9%
Clc1cccc(NCc2nnc3n2CCCCC3)c1	13%	-2%	3%	0%	7%	0	-15%	1%	-3%	7%	-2%
COC(=O)c1cn(C)c2ccc(S(=O)(=O)N3CCOCC3)cc2c1=O	-14%	-4%	3%	13%	0%	22	8%	-1%	-4%	3%	0%
COCCn1c(N)c(N(Cc2ccccc2)C(=O)C2CCCC2)c(=O)[nH]c1=O	-1%	-4%	1%	5%	10%	13	-1%	-3%	-9%	0%	9%
Cc1c(C(=O)NCc2cccnc2)oc2ccc(S(=O)(=O)N3CCCCC3)cc12	14%	1%	-5%	4%	u	9	-11%	-72%	-7%	-9%	-1%
O=C(Nc1cccc(S(=O)(=O)N2CCOCC2)c1)C1CC(=O)N(c2ccc3c(c2)OCCO3)C1 (configuration not stated)	x	-1%	-12%	x	x	-22	x	-8%	1%	-3%	-17%
CSCCC(NS(=O)(=O)c1c(Cl)cccc1Cl)C(=O)O (configuration not stated)	-3%	-2%	0%	-45%	-1%	29	-2%	10%	1%	3%	15%
COc1ccccc1OCCNc1nc2c(c(=O)n(C)c(=O)n2C)n1C	-3%	-1%	1%	12%	-26%	-5	-7%	-3%	-2%	5%	3%
Cc1sc2nc(CSCC(=O)Nc3c(F)cccc3F)[nH]c(=O)c2c1C	x	1%	0%	x	x	-15	x	-12%	2%	-2%	-2%
CCOC(=O)Cn1c(=O)oc2cc(S(=O)(=O)N3CCN(C(=O)OCC)CC3)ccc21	15%	-2%	4%	x	-14%	-12	-4%	34%	2%	4%	0%
Cc1ccccc1-n1nnnc1SCc1csc(-c2ccccc2)n1	-15%	1%	-5%	0%	3%	10	8%	18%	-11%	6%	6%
Cc1ccc(C)c(NC(=O)C[n+]2ccccc2)c1	-15%	-3%	3%	-2%	-23%	9	1%	15%	0%	8%	0%
CCc1cccc(CC)c1NC(=O)C(CC)Sc1nc2ccncc2[nH]1 (configuration not stated)	u	-2%	-1%	1%	-7%	-4	-10%	0%	1%	x	-4%
CC(=O)c1ccc(NC(=O)CN2CCN(CC(=O)Nc3ccc(C(C)=O)cc3)CC2)cc1	-26%	2%	2%	x	0%	-1	1%	-14%	-5%	0%	-3%
Cc1occc1-c1nnc(SCC(=O)c2ccc3c(c2)OCCO3)n1CC1CCCO1 (configuration not stated)	x	1%	u	0%	1%	30	1%	10%	8%	2%	-4%
COc1ccc(-c2nc3ccccc3c(=O)n2CCOc2cc(C)ccc2C)cc1	14%	1%	-1%	8%	4%	-11	3%	-17%	-3%	4%	-7%
CCCCNC(=O)COC(=O)CCC(=O)c1cccs1	-10%	0%	-4%	-10%	-12%	15	-1%	-10%	-1%	2%	0%
Cc1cc(C)c(-c2csc(NC(=O)C3=COCCO3)n2)c(C)c1	x	-2%	-1%	x	x	-9	x	-48%	u	-4%	-5%
CS(=O)(=O)c1ccc2nc(NC(=O)c3ccc(NS(=O)(=O)c4ccc(F)c(F)c4)cc3)sc2c1	x	8%	u	-6%	u	8	-26%	12%	-7%	3%	-2%
CN(CC(=O)Nc1ccccc1C(=O)NC1CC1)Cc1ccc(N(C)C)cc1	x	-1%	6%	x	x	1	x	12%	2%	-4%	1%
COc1ccc(NS(=O)(=O)c2ccc(NC(=S)NC(=O)c3cccnc3)cc2)nn1	2%	-9%	u	-6%	11%	-17	3%	-15%	0%	3%	-2%
CC(C)(C)c1cc(CCC(=O)NCc2cccnc2)cc(C(C)(C)C)c1O	x	2%	-10%	5%	-10%	-3	-12%	-22%	-9%	7%	-1%

Laid out differently: results already given.
Each structure is followed by: Menin MLL FP TR	NPC1 prom act	FLuc modulator	PKM2 activator	RORg inh	Giardia kill	VP16 counter	BRCA1 expr act	ELG1 genotox	p53 reactivator	Rab9 promoter act
- COCCn1c(N)c(N(Cc2ccccc2)C(=O)C2CCCC2)c(=O)[nH]c1=O
 : -1%	-4%	1%	5%	10%	13	-1%	-3%	-9%	0%	9%
- Cc1c(C(=O)NCc2cccnc2)oc2ccc(S(=O)(=O)N3CCCCC3)cc12
 : 14%	1%	-5%	4%	u	9	-11%	-72%	-7%	-9%	-1%
- O=C(Nc1cccc(S(=O)(=O)N2CCOCC2)c1)C1CC(=O)N(c2ccc3c(c2)OCCO3)C1 (configuration not stated)
 : x	-1%	-12%	x	x	-22	x	-8%	1%	-3%	-17%
- CSCCC(NS(=O)(=O)c1c(Cl)cccc1Cl)C(=O)O (configuration not stated)
 : -3%	-2%	0%	-45%	-1%	29	-2%	10%	1%	3%	15%

(further entries)
SMILES	Menin MLL FP TR	NPC1 prom act	FLuc modulator	PKM2 activator	RORg inh	Giardia kill	VP16 counter	BRCA1 expr act	ELG1 genotox	p53 reactivator	Rab9 promoter act
CCOC(=O)c1c(CN2CCOCC2)oc2ccc(OC(C)=O)cc12	-15%	-2%	0%	5%	3%	8	-3%	-9%	-1%	-8%	-4%
Cc1oc(-c2ccccc2Cl)nc1CN(Cc1ccccn1)C[C@@H]1CCC(=O)N1	-17%	-5%	-2%	2%	-30%	2	-8%	-15%	0%	-1%	-8%
Nc1nonc1-n1nnc(C(=O)N/N=C/c2cccnc2)c1CSc1ccccc1	26%	-5%	4%	2%[0.46 µM]	19%	7	-2%	-13%	-3%	-5%	-6%
NCC(c1ccco1)c1c[nH]c2ccccc12 (configuration not stated)	u	-1%	5%	3%	5%	7	-2%	-32%	-1%	x	12%
Cc1c(Cl)cccc1NC(=O)CCN1CCOCC1	-18%	-1%	3%	2%	-21%[1.91 µM]	4	-6%	5%	0%	0%	8%
O=C(Oc1ccccc1N1C(=O)C2CCCCC2C1=O)c1ccc(Cl)cc1 (configuration not stated)	0%	-6%	2%	-5%	-17%	-11	-3%	-50%	0%	2%	-4%
Nc1ccc(-c2nc3ncccc3o2)c(Cl)c1	-2%	2µM*	4.8µM*	-12%	u	-24	4%[10 µM]	u	10µM*	10%	3.2µM*
Cc1ccc2sc(N3CCN(C(=O)C4=COCCO4)CC3)nc2c1C	x	-1%	2%	x	x	9	x	-1%	-1%	1%	-5%
O=C(NC(=S)Nc1cccc([N+](=O)[O-])c1)C1CCCC1	u	3%	-9%	-4%	13µM*	14	u	36%	0%	u	12%
Cc1cc(NC(=O)Nc2cccc(C)c2C)no1	9%	1%	-15%	3%	13%	u	5%	0%	-1%	-1%	0%
COc1cccc(N=Cc2c(O)c3ccccc3oc2=O)c1	13%	0%	1.9µM*	-1%	x	-8	x	0%	0%	x	6%
Cc1onc(-c2ccccc2Cl)c1C(=O)Nc1ccc2c(c1)OCO2	27%	-3%	0%	2%	2%	26	3%	16%	-3%	3%	-28%
COCCNC(=O)c1cc2c(-c3ccc(Cl)cc3)nn(C)c2s1	4%	-10%	1%	-7%	-4%	-14	-2%	-27%	5%	-10%	2%
O=C(Cc1c[nH]c2ccccc12)NC1(C(=O)NC2CCCCC2)CCCCC1	11%	-2%	0%	-4%	-3%	-5	-3%	2%	-7%	-2%	-1%
Cc1ccc(NC(=O)Nc2cc(S(=O)(=O)N(C)C)ccc2C)cc1	18%	17%	u	8%	9%	-16	-3%	89%	5%	3%	2%
Cc1cnc(C(=O)OCc2csc(CC(=O)Nc3ccccc3C)n2)cn1	x	1%	-2%	1%	-22%	9	-10%	-7%	2%	11%	9%
OCCCNc1ncnc2c1cnn2-c1ccc(Cl)cc1	3%	0.2µM*	1.9µM*	x	u	5	-28%	u	u	6%	0.28µM*

As entered above:
O=C(Oc1ccccc1N1C(=O)C2CCCCC2C1=O)c1ccc(Cl)cc1 (configuration not stated) – BRCA1 expr act: -50%
Nc1nonc1-n1nnc(C(=O)N/N=C/c2cccnc2)c1CSc1ccccc1 – BRCA1 expr act: -13%

Screening results as filed in PubChem.

This is a subset (hit frequency here may not be typical).
